# BAP1 inh: blocks human BAP1 ubiquitin-AMC hydrolysis. Q92560. AID 436. hit rate 0.48% among 72,000. activity remaining (% of control), % at 20 µM. recombinant BAP1, Ub-AMC hydrolysis fluorescence kinetic; hits give low values;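 active = activity remaining at or below 50% of control, provided the compound also passes the data quality filters; inactive = the rest, including low values that fail the filters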;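 note: 100% = DMSO wells rate and 0% = substrate alone blank rate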
# Target sequence (Q92560 whole entry, looked up): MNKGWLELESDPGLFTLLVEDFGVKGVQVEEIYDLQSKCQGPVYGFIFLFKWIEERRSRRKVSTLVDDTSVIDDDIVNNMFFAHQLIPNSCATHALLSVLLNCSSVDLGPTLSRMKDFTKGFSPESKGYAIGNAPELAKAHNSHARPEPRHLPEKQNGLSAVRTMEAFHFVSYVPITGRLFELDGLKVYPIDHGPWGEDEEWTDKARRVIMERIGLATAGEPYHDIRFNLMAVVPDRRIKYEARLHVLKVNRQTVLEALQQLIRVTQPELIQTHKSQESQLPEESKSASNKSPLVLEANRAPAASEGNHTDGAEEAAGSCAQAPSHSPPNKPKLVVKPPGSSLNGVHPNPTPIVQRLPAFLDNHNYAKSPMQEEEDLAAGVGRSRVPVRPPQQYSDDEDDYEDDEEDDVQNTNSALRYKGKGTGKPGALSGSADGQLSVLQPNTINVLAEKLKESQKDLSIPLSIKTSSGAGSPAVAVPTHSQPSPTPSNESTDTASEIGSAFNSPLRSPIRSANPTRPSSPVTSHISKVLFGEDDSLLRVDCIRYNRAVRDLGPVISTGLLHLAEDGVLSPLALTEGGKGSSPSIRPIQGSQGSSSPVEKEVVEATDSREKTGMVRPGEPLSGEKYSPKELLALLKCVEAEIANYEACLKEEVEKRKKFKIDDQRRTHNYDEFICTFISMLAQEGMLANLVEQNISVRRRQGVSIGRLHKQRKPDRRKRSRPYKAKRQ
# HePTP inhibitor: inhibitors of human HePTP phosphatase; recombinant HePTP phosphatase activity, OD absorbance; AID 521; hit rate 0.64% among 110,000; inhibition, % at 20 µM; P35236; in the data active = inhibition above about 50%;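 note: plate controls were vehicle for no effect and reference inhibitor for full effect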
# Target sequence (P35236 whole entry, looked up): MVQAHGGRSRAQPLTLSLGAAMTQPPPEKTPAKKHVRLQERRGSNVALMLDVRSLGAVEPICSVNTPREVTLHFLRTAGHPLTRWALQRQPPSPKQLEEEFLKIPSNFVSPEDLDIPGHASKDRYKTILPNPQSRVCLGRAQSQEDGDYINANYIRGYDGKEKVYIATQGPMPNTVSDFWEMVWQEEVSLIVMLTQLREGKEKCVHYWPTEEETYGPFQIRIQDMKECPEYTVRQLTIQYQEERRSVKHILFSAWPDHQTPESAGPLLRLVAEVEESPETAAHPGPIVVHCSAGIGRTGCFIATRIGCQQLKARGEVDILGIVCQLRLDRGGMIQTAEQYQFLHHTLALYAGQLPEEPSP
# * marks the source's active call; other numbers are inactive results; / = not tested or not shown; & = joins results of further samples.
SMILES,BAP1 inh,HePTP inhibitor
CC(=O)N=CC1=C(O)c2ccccc2C1=O,/,1.4
O=C(c1ccco1)N1CCN(c2ccc([N+](=O)[O-])cc2Cl)CC1,/,-3.4
COc1ccccc1N(C(=O)NCc1ccccc1)C1=NCC(C)S1 (stereo not drawn),95.6,8.9
CCCCCCOc1ccc(N2C(=O)CC(N3CCN(c4ccccn4)CC3)C2=O)cc1 (stereo not drawn),/,12.8
O=c1[nH]c2cc3c(cc2cc1C(c1nnnn1C1CCCC1)N1CCSCC1)OCCO3 (stereo not drawn),/,6.1
CCc1ccc(S(=O)(=O)Nc2cc3c(C(=O)O)c(C)oc3c3ccccc23)cc1,/,-0.8
COc1ccc(N2CCn3c2nc2c3c(=O)n(CCCc3ccccc3)c(=O)n2C)cc1,/,-9.3
O=C(NC1CCCCCC1)C1CC(=O)N(Cc2ccccc2)C1 (stereo not drawn),103.1,7.4
CCOC(=O)NC(NC(=S)Nc1ccc(NC(C)=O)cc1)C(Cl)(Cl)Cl (stereo not drawn),/,-7.0
CCC(=O)Nc1c2c(nc3c1CCC3)CCCC2,110.7,1.7
CC(=O)c1ccc(Nc2nc(NCCO)nc(OC(C(F)(F)F)C(F)(F)F)n2)cc1,/,-6.3
C#CCOC(=O)c1ccc(S(=O)(=O)N2CCOCC2)cc1,/,-3.0
O=C(/C=C/c1ccc(Cl)cc1)Nc1ccc(N2CCOCC2)cc1,/,-2.3
CCN1CC=C2C(C1)C(c1ccc(Cl)s1)C(C#N)=C(N)C2(C#N)C#N (stereo not drawn),68.1,3.4
CCS(=O)(=O)C(=CNc1ccccc1)S(=O)(=O)CC,/,-3.9
O=[N+]([O-])c1cc(C(F)(F)F)ccc1Sc1nnnn1-c1ccccc1,/,6.9
CC1C2C(C)N(C)C(=O)N(C)C2N(C)C(=O)N1C (stereo not drawn),105.8,5.6
COc1ccc(C(=O)N2CCN=C2SC)cc1OC,101.0,8.1
CC(N)(Cc1ccc(O)c(O)c1)C(=O)O (stereo not drawn),93.3,/
CCC(=O)Nc1ccc(NC(=O)CN2CCCC(C)C2)c(Cl)c1 (stereo not drawn),105.9,2.3
C=C(C)Cn1c(Sc2nc3ccccc3[nH]2)nc2c1c(=O)[nH]c(=O)n2C,97.4,-0.9
O=C(c1ccncc1)N1CCN(C(=O)c2cccc3ccccc23)CC1,85.7,3.9
CCOC(=O)c1c(NC(=O)c2ccc(Cl)cc2)sc(C(=O)Nc2cc(C(F)(F)F)ccc2Cl)c1C,/,4.8
O=c1[nH]c(CN(CCO)CCO)nc2c1C1(CCCCC1)Cc1ccccc1-2,146.5,4.3
Cc1ccc2c(c1)C(c1ccc(Cl)cc1Cl)CC(=O)N2 (stereo not drawn),/,-0.9
CCc1cc2c(=O)c(Oc3ccccc3)c(C)oc2cc1OC(C)C,115.7,/
COC(=O)C1C2C=CC3(CN(CCc4ccccc4)C(=O)C13)O2 (stereo not drawn),99.4,/
O=C(Nc1ccc2ccccc2c1)N1CCN(c2ncccc2C(F)(F)F)CC1,85.1,-2.5
O=C(OCc1cc2ccccc2[nH]c1=O)C1CCCO1 (stereo not drawn),73.4,-3.8
COc1cccc(-n2c(CNC(=O)OC(C)(C)C)n[nH]c2=S)c1,111.0,12.1
CCCCOc1cccc(NC(=O)CSc2nccn2C)c1,89.2,12.4
CC1(C)C(c2ccccc2)=NC(c2ccccc2)N1O (stereo not drawn),92.4,4.3
O=C(N/N=C\c1ccccn1)c1c[nH]c2ccccc12,/,43.1
CC(C)N(C(=O)c1ccc(C(=O)NCc2ccc(S(N)(=O)=O)cc2)cc1)C(C)C,/,4.6
Cc1cccc2cc(C(c3nnnn3C(C)(C)C)N3CCN(C(=O)c4ccco4)CC3)c(=O)[nH]c12 (stereo not drawn),49.5*,9.3
CC1=NN(c2cccc(C(=O)O)c2)C(=O)/C1=C\c1ccc(-c2ccc(Cl)c(C(=O)O)c2)o1,/,100.6*
CSc1nsc(SC)c1NC(=O)OCC1CCCO1 (stereo not drawn),105.4,4.0
CCOC(=O)Nc1ccc2c(c1)N(C(=O)N(C)C)c1ccccc1CC2,91.2,7.5
CC(C)COC(=O)NCC12C=CC(O1)C1C(=O)N(c3ccc(Cl)cc3)C(=O)C12 (stereo not drawn),104.2,11.5
Cc1ccccc1NC(=S)NCCOc1ccccc1Cc1ccccc1,/,-21.8
CCC(Sc1nc(-c2ccccc2)c(C#N)c(=O)[nH]1)C(=O)Nc1cc(C)on1 (stereo not drawn),91.5,37.1
COc1ccc(NC(=O)CC2C(=O)N(C)C(=S)N2CCc2ccc(Cl)cc2)cc1 (stereo not drawn),53.3,/
Cc1ccccc1N1CCN(C(=S)c2ccc(Cl)cc2)CC1,/,9.6
CC1CC(=O)N(Cc2ccccc2)c2ccccc2N1C=O (stereo not drawn),105.0,4.8
CCOC(=O)N1CCN(Cc2nc3c(c(=O)n(C)c(=O)n3C)n2Cc2cccc3ccccc23)CC1,109.8,/

# Another view of 2 compounds above:
Cc1ccccc1N1CCN(C(=S)c2ccc(Cl)cc2)CC1
- BAP1 inh: /
- HePTP inhibitor: 9.6
CC1CC(=O)N(Cc2ccccc2)c2ccccc2N1C=O (stereo not drawn)
- BAP1 inh: 105.0
- HePTP inhibitor: 4.8

# (next part)
SMILES,BAP1 inh,HePTP inhibitor
CCOC(=O)c1c(N)sc2c1C1CCN2CC1,93.4,4.2
Cc1cccc(OCC(=O)Nc2ccccc2CO)c1,/,6.0
C=CCn1c(NCc2ccc3c(c2)OCO3)nc2ccccc21,107.2,7.9
CC1CCCN(C(=O)CSc2nnc(-c3c[nH]c4ccccc34)o2)C1 (stereo not drawn),85.7,-11.7
c1ccc2sc(SCCCN3CCCCC3)nc2c1,/,-11.7
Cn1c(=O)[nH]c(=O)c2c1nc(N1CCOCC1)n2CCCSc1ncccn1,108.0,-3.8
COc1ccc(OC)c(NC(=O)C2CCCN2C(=O)C2CCC(C)CC2)c1 (stereo not drawn),88.0,0.1
CCCCSc1nc2c(c(=O)[nH]c(=O)n2C)n1C(C)C,111.8,/
COc1ccc(CC(=O)NC2CCN(Cc3nnnn3C(C)(C)C)CC2)cc1OC,76.1,4.6
COc1ccc(C(=O)NCCc2c[nH]c3ccccc23)cc1S(=O)(=O)N1CCOCC1,112.6,11.4
O=C(O)c1ccc(/C=N/Nc2nncc(=O)[nH]2)cc1,/,6.3
CS(=O)(=O)c1ccc2nc(NC(=O)COc3ccc(Cl)cc3Cl)sc2c1,/,-16.0
O=C(c1ccccc1)c1cc2c(cc1Cl)OCCO2,/,5.9
CC(CNC(=O)c1ccc(Br)cc1)CN(C)C (stereo not drawn),/,-10.3
Cc1cc(-c2[nH]nc3c2C(c2ccsc2)C(C#N)=C(N)O3)c(C)s1 (stereo not drawn),54.5,-7.7

# Four successive records from above, for reference:
SMILES,BAP1 inh,HePTP inhibitor
CC1CCCN(C(=O)CSc2nnc(-c3c[nH]c4ccccc34)o2)C1 (stereo not drawn),85.7,-11.7
c1ccc2sc(SCCCN3CCCCC3)nc2c1,/,-11.7
Cn1c(=O)[nH]c(=O)c2c1nc(N1CCOCC1)n2CCCSc1ncccn1,108.0,-3.8
COc1ccc(OC)c(NC(=O)C2CCCN2C(=O)C2CCC(C)CC2)c1 (stereo not drawn),88.0,0.1

# Later entries
SMILES,BAP1 inh,HePTP inhibitor
COc1ccc(C(=O)Oc2cccnc2)cc1OC,115.0,5.1
CCOc1ccccc1OCc1nn2c(COc3ccccc3)nnc2s1,101.8,8.4
Cc1noc(C)c1COc1cccc(C(=O)OCCOc2ccc(F)cc2)c1,/,6.4
CCN(CC)CCNC(=O)Cn1nc(-c2ccccc2)c2ccccc2c1=O,107.1,4.6
CCc1nnc(NC(=O)c2cnccn2)s1,75.7,10.9&6.9
COc1cc2c(C(=O)NCCCN3CC(C)CC(C)C3)cn(CC(C)C)c(=O)c2cc1OC (stereo not drawn),/,-6.3
CCn1c(C)nc2c(=O)oc3ccccc3c21,102.6,2.3
COc1cc(S(=O)(=O)NC2CCCCC2)ccc1Cl,132.0,3.9
CC(=O)N1CCCc2cc(S(=O)(=O)NC(C(=O)NCc3ccc(C)cc3)C(C)C)ccc21 (stereo not drawn),118.4,3.6
[O-][n+]1onc2c1CCc1c-2nn(-c2ccccc2Cl)[n+]1[O-],107.9,-2.0
O=c1oc2ccccc2cc1-c1nc2ccccc2s1,/,-12.6
CCOc1nc(S(=O)(=O)c2ccc(C)cc2)c(Cl)s1,101.7,0.4
CCOC(=O)C1=C(C)Nc2nnnn2C1c1ccc(OC(=O)c2ccccc2)cc1 (stereo not drawn),139.9,/
CCOC(=O)Nc1sc2c(c1C#N)CCC(C)C2 (stereo not drawn),81.4,-9.3
Cc1cccc(NC(=O)CCN2CCOCC2)c1,95.1,3.4
Cc1cccc(/C(N)=N/OC(=O)c2cccc(I)c2)c1,/,8.2
CC(=O)Nc1nc(CCC(C)C)cc2c1c(=O)oc1ccccc12,63.9,8.6
CC(=O)NC1=NC(=O)/C(=C\c2ccc(I)o2)S1,/,101.9*
O=C(Nc1ccc2oc(-c3ccc(F)cc3Cl)nc2c1)c1ccc(Br)o1,/,-10.8
CC(C)(C)NSc1nc2ccccc2s1,60.4,/
O=C(Nc1cccc2cccnc12)c1ccc(Br)o1,81.7,20.4
Cc1ccccc1N(CC(=O)NCCc1ccc(Cl)cc1)S(=O)(=O)c1ccccc1,/,7.0
CC(C)CN(C(=O)COC(=O)Cn1cnc2ccccc2c1=O)C1CCS(=O)(=O)C1 (stereo not drawn),113.6,9.0
Clc1ccc(Cl)c(-c2ccc(/C=N/c3ncn[nH]3)o2)c1,98.1,1.2
Cc1ccc(C(=O)Nc2ccc(NC(=O)c3ccco3)c(Cl)c2)cc1[N+](=O)[O-],121.5,/
CC(=O)NC(Cc1c[nH]c2ccccc12)C(=O)OCC(=O)Nc1cc(C)on1 (stereo not drawn),111.7,-4.5
O=c1c(C=NCCCO)c(-c2ccccc2)[nH]n1-c1nc2ccccc2s1,/,-12.1
COc1ccc(C)cc1NC(=O)c1ccc(Cl)c(Cl)c1,/,-1.3
CCn1c(COc2cccc3ccccc23)nnc1SCC(N)=O,74.8,8.0
COc1ccc(CC(=O)N=Nc2c(O)n(CN3CCN(C)CC3)c3ccccc23)cc1,/,-11.2
N#Cc1nc(COc2ccc(Cl)cc2)oc1NCc1ccc2c(c1)OCO2,118.6,-13.5
CC1=C(C(N)=O)C(c2ccco2)C(C(N)=O)=C(C)N1,89.3,-3.7
Cc1ccc(-n2c(C)c([N+](=O)[O-])c3ccc(O)cc32)cc1,/,-0.8
O=C(Nc1nnc(COc2ccc(C3CCCCC3)cc2)s1)c1ccccc1,/,5.3
CCCC(=O)c1cc(F)c(N2CCOCC2)cc1C,66.3,8.9
COc1ccc(N(CC(=O)Nc2ccccc2Br)S(=O)(=O)c2ccccc2)cc1Cl,/,-0.8
COc1ccc(OC)c(NC(=O)CN(c2cccc(Cl)c2)S(=O)(=O)c2ccccc2)c1,/,8.0
CSc1ccc(/C=C(/NC(=O)c2ccccc2)c2nc3ccccc3[nH]2)cc1,/,-0.4
Cc1ccc(C2(C)N(O)C(C)C(c3ccccc3)=[N+]2[O-])cc1 (stereo not drawn),/,-12.2
COc1ccc(C2C(C(=O)OCCc3ccccc3)=C(C)NC3=C2C(=O)CCC3)cc1 (stereo not drawn),/,-14.8
NC(=O)c1c(N=c2oc3ccc(Cl)cc3cc2C(N)=O)sc2c1CCCC2,263.7,/
O=C(O)CCCCCNS(=O)(=O)c1ccc(Cl)cc1,93.4,-8.0
CC(C)OC(=O)c1cccc(N2C(=O)C3C4CCC(C4)C3C2=O)c1 (stereo not drawn),95.6,/
Cc1c(C(=O)NCc2cccnc2)oc2ccccc12,103.1,7.8
Cn1c(=O)c2c(nc(CN3CCC(Cc4ccccc4)CC3)n2CCN2CCOCC2)n(C)c1=O,87.3,1.7

# HePTP inhibitor: entries above that show a hit
SMILES,BAP1 inh,HePTP inhibitor
CC1=NN(c2cccc(C(=O)O)c2)C(=O)/C1=C\c1ccc(-c2ccc(Cl)c(C(=O)O)c2)o1,/,100.6*
CC(=O)NC1=NC(=O)/C(=C\c2ccc(I)o2)S1,/,101.9*

# The listing continues.
SMILES,BAP1 inh,HePTP inhibitor
CC(=O)N1CCN(c2ccc(NCc3cccs3)cc2)CC1,135.8,-0.7
COc1cccc(C2N(c3cccc(Cl)c3)C(=O)C3CCCN32)c1 (stereo not drawn),95.7,3.3
COc1ccc(OC)c(/C=C2\SC(=S)N(NC(=O)c3ccccc3)C2=O)c1,/,9.2
COc1ccc(CC(=S)N2CCOCC2)cc1OC,/,1.5
COc1ccc(C(=O)N2CCN(Cc3cccc(Oc4ccccc4)c3)CC2)cc1OC,/,-8.3
COc1ccc(O)c(-c2cc(-c3ccc(F)cc3)n[nH]2)c1,/,1.6
O=P(c1ccc2c(c1)OCCO2)(N1CCOCC1)N1CCOCC1,114.0,-2.3
CCOc1ccc2nc(SCC(=O)Nc3cc(C)ccc3C)sc2c1,/,-0.5
O=C(COc1ccc(Br)cc1)NC1CCCC1,53.8,/
Cc1cccc(N2C(=O)CC(N3CCN(Cc4ccc(Cl)cc4)CC3)C2=O)c1 (stereo not drawn),95.3,-0.3
COC(=O)c1ccc(NC(=O)c2cncc(Br)c2)cc1,/,5.2
CC(C)NC(=O)NC(=O)COC(=O)Cc1ccsc1,/,-9.2
CCOC(=O)C1CCN(C(=O)CSc2ccccc2)CC1,98.5,3.2
O=C(/C=C\Nc1ccc2c(c1)OCO2)c1ccc(F)cc1,/,-2.9
O=C(/C=C/c1ccco1)Nc1ccc(NC(=O)c2ccco2)cc1,/,0.3
COc1ccc(-c2cc3nc(-c4ccccc4)cc(N4CCC5(CC4)OCCO5)n3n2)cc1,/,9.8
CCCCCOC(=O)C1=C(C)NC(=O)NC1c1ccccc1OCC (stereo not drawn),99.2,9.0
C=CCn1c(SCC2=C(C(=O)OCC)C(C)NC(=O)N2)nnc1C1CCCCC1 (stereo not drawn),102.8,8.5
COc1nc(N(c2ccccc2)c2ccccc2)nc(-n2ccnc2)n1,85.7,2.7
CCOC(=O)c1nnc2cc(-c3ccccc3)nn2c1C,85.7,2.5&6.4
O=C(Nc1ccccc1C(=O)NCCc1ccccc1)c1ccccc1Cl,/,2.0
